NCI-60 one-dose screen, 48 h, at 10 µM unless noted. Numbers give growth in % (100 = growth as untreated, 0 = no growth, -100 = all killed).
LOX IMVI = LOX IMVI melanoma; hit rate 7.4% among 79,000; AID 1794757
MALME-3M = MALME-3M melanoma. hit rate 5.8% among 78,000. AID 1794766
HS 578T = HS 578T breast cancer; hit rate 4.1% among 78,000
MCF7 = MCF7 breast cancer | hit rate 6.3% among 82,000
T-47D = T-47D breast cancer. AID 1794792. hit rate 5% among 79,000
BT-549 = BT-549 breast cancer; hit rate 4.4% among 78,000; AID 1794793
SK-MEL-2 = SK-MEL-2 melanoma. AID 1794763. hit rate 4.7% among 77,000
MDA-MB-231 = MDA-MB-231 breast cancer; hit rate 5% among 81,000
An asterisk follows results filed as active; / = not tested or not shown; & = joins results of further samples; ! = a repeat was not active; [ ] = another dose, or the depositor's remark. How the source made its calls: active means growth percent below 10; inactive means the rest.

SMILES	LOX IMVI	MALME-3M	HS 578T	MCF7	T-47D	BT-549	SK-MEL-2	MDA-MB-231
CCN(CC)c1ccc(C2NNC(=S)N2)c(O)c1 (stereo unspecified)	63	71	64	68	59	80	74	79
O=C(c1ccccc1)N1c2ccccc2CC1c1c[nH]c2ccccc12 (stereo unspecified)	85	89	84	90	44	86	67	82
CCCCCCCCC1CC(C)CCC1=O (stereo unspecified)	/	93	101	105	94	92	108	104
Nc1nc2c(ncn2C2OC3COP(=O)(O)OC4C(COP(=O)(O)OC2C3O)OC(n2cnc3c(N)ncnc32)C4O)c(=O)[nH]1 (stereo unspecified)	90	106	105	109	84	90	115	114
CC(C)N1CN2C(=O)N3CN(C(C)C)CN4C(=S)N(C1)C2C34 (stereo unspecified)	105	102	104	97	87	94	93	118
C=CCn1c(SCC(=O)Nc2ccc(C(=O)/C=C/c3ccccc3)cc2)nnc1-c1ccc(OC)cc1	87	87	87	76	70	81	96	89
CCn1c(O)c(/C=N/NC(=O)Cc2ccccc2Nc2c(Cl)cccc2Cl)sc1=S	44	99	87	73	93	87	99	82
CC1CN(C(C)C)C(=S)NC1=O (stereo unspecified)	100	101	103	101	105	102	110	109
COc1ccc(N=N/N=c2\sc3cc(OC)ccc3n2C)cc1	105	109	96	79	84	96	84	90
O=CNc1ccccc1Sc1ccc(C(=O)O)cc1[N+](=O)[O-]	101	100	95	96	94	105	103	104
COc1ccc(C(=O)/C=C/c2cccc3ccccc23)cc1S(N)(=O)=O	-84*	30	55	-60*	-2.6*	/	46	22
CCCCCCCNCCCCCC	85	89	99	91	89	99	108	98
COc1ccc(C(=O)N/N=C/c2ccc(OC)c([N+](=O)[O-])c2)cc1	95	117	111	99	107	99	108	113
CCOC(=O)C1=C(C)NC(C)=C(C(=O)OCC)C1c1ccccn1	97	92	104	97	98	99	98	100
CCc1nnc2c3cc4ccccc4n3cnn12	106	107	111	97	97	105	108	104
Cc1cc(C)c(NS(=O)(=O)c2ccccc2)c(C)n1	99	101	100	95	106	121	114	126
COc1ccc(-c2ccc(C)n2-c2ccc(-c3nc4ccccc4s3)cc2)cc1	88	108	97	93	73	108	/	68
COc1ccc2c(c1OC)C(=O)O[C@H]2[C@H]1c2c(cc3c(c2OC)OCO3)CCN1C	90	92	96	94	109	98	106	104
N#CC(N)c1ccc(OCCCCCCCCCCOc2ccc(C(N)C#N)cc2)cc1 (stereo unspecified)	61	92	113	83	79	108	111	103
CC[C@]12C=CCN3CC[C@@]4(c5ccc(OC)cc5N(C)[C@H]4[C@@](O)(C(=O)OC)[C@@H]1OC(=O)CCCN[C@H](Cc1cc4ccccc4[nH]1)C(=O)OC)[C@@H]32	99	/	102	97	93	108	103	97
CC1(C)CC[C@]23CC[C@]4(C)[C@H](CC[C@@H]5[C@@]6(C)C/C(=C/c7ccccn7)C(=O)C(C)(C)[C@@H]6CC[C@]54C)[C@H]2[C@H]1OC3	89	90	90	77	75	106	98	82
O=C(Nc1cccc([N+](=O)[O-])c1)Nc1cccc([N+](=O)[O-])c1	51&88	67&99	95&93	21&72	6.9*!	50&67	54&91	88&87
COc1cc2c3c(n(C)c(=O)c2cc1OC)-c1cc2c(cc1C3=O)OCO2	40	82	102	27	28	69	113	97
O=C(Oc1ccc2ccccc2c1)c1ccccc1	100	131	121	93	102	/	/	109
Cn1c2c(cc(S(=O)(=O)c3ccccc3)c1=O)CCc1c-2cnn1-c1ccccc1	101	100	109	99	93	108	106	106
CC1(C)C2CC1C1(/C=N/NC(N)=S)C(C2)C(C#N)(C#N)C1(C#N)C#N (stereo unspecified)	50	67	89	59	64	96	90	57
OCCCCc1ccccc1	103	104	/	97	105	101	118	102
N#Cc1c(N=Cc2ccc(F)cc2)n[nH]c1Nc1ccccc1	117	106	103	103	106	/	116	108
N#Cc1cc2n(c1N)C(=S)N(c1ccccc1)C2=O	100	107	103	97	107	94	101	112
CN1CCN(Cc2cc(=O)oc3ccc4ccccc4c23)CC1	94	100	101	72	92	98	104	89

Quoted from the listing for reference:
SMILES	LOX IMVI	MALME-3M	HS 578T	MCF7	T-47D	BT-549	SK-MEL-2	MDA-MB-231
CC[C@]12C=CCN3CC[C@@]4(c5ccc(OC)cc5N(C)[C@H]4[C@@](O)(C(=O)OC)[C@@H]1OC(=O)CCCN[C@H](Cc1cc4ccccc4[nH]1)C(=O)OC)[C@@H]32	99	/	102	97	93	108	103	97
CC1(C)CC[C@]23CC[C@]4(C)[C@H](CC[C@@H]5[C@@]6(C)C/C(=C/c7ccccn7)C(=O)C(C)(C)[C@@H]6CC[C@]54C)[C@H]2[C@H]1OC3	89	90	90	77	75	106	98	82
O=C(Nc1cccc([N+](=O)[O-])c1)Nc1cccc([N+](=O)[O-])c1	51&88	67&99	95&93	21&72	6.9*!	50&67	54&91	88&87
COc1cc2c3c(n(C)c(=O)c2cc1OC)-c1cc2c(cc1C3=O)OCO2	40	82	102	27	28	69	113	97
O=C(Oc1ccc2ccccc2c1)c1ccccc1	100	131	121	93	102	/	/	109
Cn1c2c(cc(S(=O)(=O)c3ccccc3)c1=O)CCc1c-2cnn1-c1ccccc1	101	100	109	99	93	108	106	106
CC1(C)C2CC1C1(/C=N/NC(N)=S)C(C2)C(C#N)(C#N)C1(C#N)C#N (stereo unspecified)	50	67	89	59	64	96	90	57
OCCCCc1ccccc1	103	104	/	97	105	101	118	102
N#Cc1c(N=Cc2ccc(F)cc2)n[nH]c1Nc1ccccc1	117	106	103	103	106	/	116	108
N#Cc1cc2n(c1N)C(=S)N(c1ccccc1)C2=O	100	107	103	97	107	94	101	112
CN1CCN(Cc2cc(=O)oc3ccc4ccccc4c23)CC1	94	100	101	72	92	98	104	89

(cont.)
SMILES	LOX IMVI	MALME-3M	HS 578T	MCF7	T-47D	BT-549	SK-MEL-2	MDA-MB-231
CN(C)c1ccc(N=Nc2ccc(C(=O)O)cc2)cc1	98&103	96&136	112&103	88&91	102&102	104&102	100&97	108&96
O=C(CCc1ccccc1)CCc1ccccc1	101	123	118	81	118	/	117	110
Nc1nc(N)nc(-c2cc(Cl)ccc2Cl)n1	100	113	99	108	93	116	/	95
Cc1ccc2cnc3sc(-c4ccccc4)nc3c2n1	96	107	93	52	70	95	106	95
CCCCCCNC(=O)Oc1ccc(/C(=C(/C)c2ccc(OC)cc2)c2ccc(OCCN3CCCC3)cc2)cc1	-39*	-14*	84	18	60	84	93	66
Cc1nc2c(c3nnc(-c4ccc(F)cc4)n13)CC(C)c1ccccc1N2C (stereo unspecified)	100	89	103	84	81	97	95	/
N/C(=N\OC(=O)Nc1ccc(CSc2ccc(Cl)cc2)o1)c1ccccn1	101	115	95	84	100	142	111	102
C=C(C)[C@@H]1CC[C@]2(C(=O)N[C@@H](C(=O)OC)c3ccccc3)CC[C@]3(C)[C@H](CC[C@@H]4[C@@]5(C)Cc6c([nH]c7ccccc67)C(C)(C)[C@@H]5CC[C@]43C)[C@@H]12	99	100	114	93	81	90	100	107
Cc1ccc(NC(=O)c2ccc(N3CCN(c4ccccc4)CC3)cc2)cc1NC(=O)c1coc2nc(N)nc(N)c12	90	97	105	92	87	96	97	101
COC(=O)[C@H](Cc1cn(C)cn1)NC(=O)[C@H](CC(C)C)NC(=O)Nc1cc(C(F)(F)F)cc(C(F)(F)F)c1	-87*[100 µM]	-93*[100 µM]	-17*[100 µM]	-87*[100 µM]	-65*[100 µM]	-96*[100 µM]	-95*[100 µM]	-94*[100 µM]
O=C(NCc1ccc(Cl)cc1Cl)C1CCC(=O)N1C(=O)NCc1ccc(Cl)c(Cl)c1 (stereo unspecified)	95	105	113	90	86	90	93	106
CC(C)(C)CC(N)CC(C)(C)C	94	93	107	92	103	103	107	95
Cc1[nH]c(=S)[nH]c(=O)c1C	104	109	123	101	115	100	107	105
Cc1ccccc1N=NC(C#N)C#N	98	91	91	90	96	94	105	95
CCOC(=O)CC1CSC(c2ccccc2O)=N1 (stereo unspecified)	106	116	95	100	100	109	107	106
CC1C(=O)CCCC1=O	106	98	/	96	96	104	99	101
CCC/C(=C(/C#N)C(=O)OCC)c1ccccc1	104	96	121	101	/	102	98	99
Brc1ccc(-c2nc3sc(-c4ccc5c(c4)OCO5)nn3c2Br)cc1	97	101	91	90	71	105	78	86
Cn1ncc2cncnc21	106	100	114	97	105	105	115	109
S=c1[nH]cccc1-c1nnc2n1Nc1nc3ccc(Cl)cc3cc1CS2	98	110	89	86	89	96	96	90
O=C1CCCc2c1oc1c2CCCC1	108	120	104	94	106	116	115	101
CCn1c(SCC(=O)Nc2ccc(-c3nc4ccc([N+](=O)[O-])cc4[nH]3)cc2)nc2ccccc2c1=O	93	93	101	83	81	111	103	102
CSc1ccc(C(=O)Nc2ccc3nnn(/C(C#N)=C/c4ccccn4)c3c2)cc1	/	-59*	/	-79*	-45*	-68*	-82*	/
CC(C)(C)n1cc(-c2ccnc(NCCNS(=O)(=O)c3ccc(Cl)cc3)c2)c(-c2ccccc2)n1	87	100	85	57	43	79	93	88
O=C(/C=C(\Cl)C(=O)NO)NO	100	98	105	82	113	96	102	108
COc1cc2c(O)n(CCCn3ccnc3)c3c4cnc5cccc(c(=O)c3c2cc1OC)c54	3.8*	67	74	11	-6.9*	28	71	51
O=C(Cc1c(-c2ccccc2[N+](=O)[O-])n(-c2ncnc3c2c(-c2ccccc2)c(-c2ccccc2)n3Cc2ccccc2)[nH]c1=O)c1ccc(Cl)c(Cl)c1	15	-13*	22	12	6.1*	-17*	-22*	34
CC1=C(c2cc(-c3ccc(N(C)C)cc3)on2)C(c2ccccc2)NC(=S)N1 (stereo unspecified)	102	101	96	102	104	101	103	100
O=C(Cc1ccccn1)Nc1nnc(OC2CCN(c3nnc(NC(=O)Cc4ccccn4)s3)CC2)s1	58	93	60	91	101	100	109	90
CCCc1c(CC)cc(CC)c[n+]1-c1ccccc1	91	98	102	85	94	99	95	98
CC(C)C[C@H]1[C@H](O)[C@H](O)[C@H](CC(C)C)N(Cc2ccccc2)S(=O)(=O)N1Cc1ccccc1	79[2 µM]	101[2 µM]	88[2 µM]	/	70[2 µM]	100[2 µM]	107[2 µM]	80[2 µM]
O=C(Cn1cc(CO)nn1)Nc1nc(-c2ccccc2)cs1	102	52	108	89	100	99	109	95
CCOC(=O)c1c(O)cc(-c2ccc(Cl)cc2)cc1-c1sc(N(C)Cc2ccccc2)nc1Cl	94	89	97	85	93	108	97	101
OCC1(CO)CCCC2(COC3(CCCCC3)OC2)C1	85	/	112	100	92	98	/	112
Cc1ccc(NC(=O)/C=N/O)cc1	102	97	99	87	101	/	105	97
C#CC(NCCC(C)CC(C)(C)C)C(C)C (stereo unspecified)	94	102	111	105	108	/	/	97
COc1cc(-c2nc3ccc(-c4nnc(SCC(=O)Nc5ccc(/C(C)=N\O)cc5)o4)cc3[nH]2)cc(OC)c1OC	83	86	81	85	73	179	93	75
O=S(=O)(Nc1ccc(F)cc1)c1ccc(-c2cnc(C3CC3)o2)cc1	51	46	14	16	33	53	13	50
Cc1nnc(Nc2nc(O)c(C3=c4cc(OC(F)(F)F)ccc4=NC3=O)s2)s1	97	92	109	92	82	101	103	111
COc1ccc(NC(=O)/C=C/c2ccc(NC(=O)N3CCCC3)cc2)cn1	98	97	96	92	100	97	104	98
Cc1cc(NCCCCNc2ccnc3cc(Cl)ccc23)nc(Nc2ccc(C(=O)N3CCCCC3)cc2)n1	-78*	-76*	-29*	-49*	-24*	93	-63*	-41*
O=C(Nc1ccc(F)cc1)c1cc2ccccc2cc1O	76	72	88	58	46	72	85	67
Cc1nc2ccccc2c(/C=C/c2ccc(C(F)(F)F)cc2)c1C(=O)c1ccccc1	77	89	88	52	52	90	71	82
OC(c1cccc(-n2ccc(C(F)(F)F)n2)c1)c1cnccc1NC1CCCCCC1 (stereo unspecified)	-91*	-79*	50	-14*	23	82	27	-76*
Cn1c(N2CCOCC2)nc(-c2ccccc2)cc1=O	81	109	93	89	93	94	106	101
CCN(CC)c1ccc2c(c1)Oc1nc(N)c(C#N)c(N)c1C2Sc1ccc(F)cc1 (stereo unspecified)	-93*	-46*	-4.5*	-86*	-35*	56	-61*	-86*
N#CC(C#N)=C(N)c1nnn2c1nc(N)c1ccccc12	94	97	104	100	90	97	102	108
COc1cc(/C=C/C(=O)C(=Cc2ccc(F)c(F)c2)C(=O)/C=C/c2ccc(O)c(OC)c2)ccc1O	-83*	51	38	36	44	/	6.9*	13
CCOC(=O)C(Br)C(Br)c1cccc([N+](=O)[O-])c1 (stereo unspecified)	76	62	99	49	51	92	90	101
C(=C1c2ccccc2-c2ccccc21)c1ccccc1	86	114	/	90	107	94	95	99
Cc1cc2cn3c4ccccc4oc(=O)c3c2cc1C	96	/	134	66	81	103	102	105
Cn1cc(-c2nn3cc(-c4nccs4)nc3s2)c2cc(F)ccc21	100	96	101	51	86	109	106	104
Cc1nn(C(N)=S)c(C)c1N=Nc1ccc2oc(=O)ccc2c1	102	88	114	13	52	113	105	73
O=C1/C(=C/c2ccc(Cl)cc2)CN(C(=O)C(Cl)Cl)C/C1=C\c1ccc(Cl)cc1	-93*	-65*	-8.2*	-71*	-58*	-83*	-15*	-24*
CSc1ncc(-c2ccccc2)cn1	102	116	103	94	98	98	99	99
CCCCC(O)Cn1ncc(C(=O)OCC)c1NC(=O)NCc1ccccc1F (stereo unspecified)	97	92	99	95	/	74	111	84
CCOC(=O)c1csc(NC(=O)c2ccc(N3CCN(C(c4ccccc4)c4ccccc4)CC3)c([N+](=O)[O-])c2)n1	/	88	86	72	/	91	101	97
CCN(CC)CCN1C(=O)c2cccc3c(-c4ccc(-c5nc6c7ccccc7c7ccccc7c6[nH]5)cc4)ccc(c23)C1=O	65	108	98	70	67	85	103	88
CCc1c(C)c2cc3nc(-c4ccc(Cl)cc4)oc3c(C)c2oc1=O	101	97	104	81	75	104	86	108
O=c1[nH]nnc2c1ncn2C1OC(CO)C(O)C1O (stereo unspecified)	23	57	103	64	77	98	6.0*	55
